Insulin prom inh – TRM-6 insulin promoter activity inhibition; 130,000 compounds, 0.9% hits; TRM-6 cells (human fetal islet line), insulin promoter-eGFP reporter, imaging; reporter expression induced with tamoxifen; inhibition, % at 2 µM;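 active = inhibition above the mean plus 3 SD, with well images judged a real hit on visual review, cut at about 60% in these data, passing the limit was not always enough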
SDO1 yeast rescue – compounds rescuing growth of sdo1-depleted yeast, bone marrow failure model; S. cerevisiae sdo1-depleted JHY4D growth rescue, OD600 30 h; active compounds read high; pdr5 snq2 efflux-pump mutant strain; AID 817; z-score at 10 µM; 140,000 compounds, 0.21% hits;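 active = z-score above 3 at both the 24 hr and the 30 hr optical density reads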;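 also: z-score against mean and SD of all compound wells on the same plate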
SDO1 yeast rescue Rescue 24 h – second read-out of SDO1 yeast rescue, no call of its own (marks repeat the call); z-score; S. cerevisiae sdo1-depleted JHY4D growth rescue, OD600; measured here: growth rescue at 24 h;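 0 is the plate mean of compound wells and units are plate SD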
* = called active by the depositor; x = no result given. Random draw from the library; any-hit rate near 0.91%.

SDO1 yeast rescue Rescue 24 h	SDO1 yeast rescue	Insulin prom inh	Compound
0.74	0.42	x	O=C(CSc1ccc2c(c1)OCCO2)Nc1cccc(S(=O)(=O)N2CCCCC2)c1
-1	-0.66	x	COc1cc(C2CC(=O)Nc3ccccc3S2)cc(OC)c1OC (stereo not given)
-0.72	-0.66	-9	O=C(NCCC1=CCCCC1)c1ccc(F)cc1
x	x	-6	COc1ccc(C(=O)CSC#N)cc1OC
-1.5	-0.59	x	Cn1nnnc1SCCOc1ccc(C#N)cc1
0.74	1.1	-4	C/C(=N\NC(=O)c1ccccc1)c1ccc2c(c1)OCO2
-0.53	-1.2	38	O=C(Nc1nccs1)c1cc(-c2ccccc2)nc2ccccc12
x	x	29	O=C(Nc1ccccc1N1CCOCC1)c1cc2c(s1)CCCCC2
-0.91	-0.42	-47	CCc1ccccc1-n1c(-c2ccncc2)n[nH]c1=S
0.15	0.23	50	c1nnc(NC2=NCCC2)s1
-0.36	0.55	31	O=C(NCCN1CCCCC1)c1ccc(=O)oc1
-0.28	-1.6	x	Cc1ccc(/C=C/C(O)=C2/C(=O)N(C)C3(C)CC2c2ccccc2O3)cc1 (stereo not given)
1.4	0.78	-33	CCOc1ccc(Cn2c3ccc(OC)cc3c3nc4ccccc4nc32)cc1
1.1	2.7	70	COc1cc(NS(=O)(=O)c2ccc(NC(=O)C3CCCO3)cc2)nc(OC)n1 (stereo not given)
0.12	0.56	-42	CCNC(=O)NC(=O)C(C)SCc1ccccc1C (stereo not given)
-0.33	0.72	11	CCCN(CCO)Cc1cccc(Cl)c1
1.4	0.9	25	O=c1c2cc(Br)ccc2nc2n1CCCCC2
0.22	0.39	-62	CCOCC(=O)Nc1ccc2c(c1)OCCO2
0.61	1.4	4	CC1Cc2cc(/C(O)=C3/C(=O)C(=O)N(CC4CCCO4)C3c3ccco3)ccc2O1 (stereo not given)
-1.2	-0.36	32	CC(=O)N1CCc2cc(S(=O)(=O)NCCC(=O)N3CCN(Cc4ccccc4)CC3)ccc21
-0.73	-0.04	-89	CCOC(=O)c1nnc(-c2ccccc2)o1
x	x	0	Cc1ccccc1NCC(=O)N/N=C\c1ccc([N+](=O)[O-])s1
-0.32	0.71	-8	COC(=O)C(NC(C)=O)(Nc1nc2ccc(C)cc2s1)C(F)(F)F (stereo not given)
0.62	-0.72	2	Cc1ccccc1NC(=O)CSc1nc(COc2ccccc2)nc2ccccc12
-0.86	-1.4	43	COc1ccccc1CNc1ncnc2c1nnn2Cc1ccccc1

Random excerpt: 2 compounds from above
SDO1 yeast rescue Rescue 24 h	SDO1 yeast rescue	Insulin prom inh	Compound
-0.72	-0.66	-9	O=C(NCCC1=CCCCC1)c1ccc(F)cc1
x	x	0	Cc1ccccc1NCC(=O)N/N=C\c1ccc([N+](=O)[O-])s1

In the list so far, 14 contain sulfur:
SDO1 yeast rescue Rescue 24 h	SDO1 yeast rescue	Insulin prom inh	Compound
0.74	0.42	x	O=C(CSc1ccc2c(c1)OCCO2)Nc1cccc(S(=O)(=O)N2CCCCC2)c1
-1	-0.66	x	COc1cc(C2CC(=O)Nc3ccccc3S2)cc(OC)c1OC (stereo not given)
x	x	-6	COc1ccc(C(=O)CSC#N)cc1OC
-1.5	-0.59	x	Cn1nnnc1SCCOc1ccc(C#N)cc1
-0.53	-1.2	38	O=C(Nc1nccs1)c1cc(-c2ccccc2)nc2ccccc12
x	x	29	O=C(Nc1ccccc1N1CCOCC1)c1cc2c(s1)CCCCC2
-0.91	-0.42	-47	CCc1ccccc1-n1c(-c2ccncc2)n[nH]c1=S
0.15	0.23	50	c1nnc(NC2=NCCC2)s1
1.1	2.7	70	COc1cc(NS(=O)(=O)c2ccc(NC(=O)C3CCCO3)cc2)nc(OC)n1 (stereo not given)
0.12	0.56	-42	CCNC(=O)NC(=O)C(C)SCc1ccccc1C (stereo not given)
-1.2	-0.36	32	CC(=O)N1CCc2cc(S(=O)(=O)NCCC(=O)N3CCN(Cc4ccccc4)CC3)ccc21
x	x	0	Cc1ccccc1NCC(=O)N/N=C\c1ccc([N+](=O)[O-])s1
-0.32	0.71	-8	COC(=O)C(NC(C)=O)(Nc1nc2ccc(C)cc2s1)C(F)(F)F (stereo not given)
0.62	-0.72	2	Cc1ccccc1NC(=O)CSc1nc(COc2ccccc2)nc2ccccc12

More entries:
SDO1 yeast rescue Rescue 24 h	SDO1 yeast rescue	Insulin prom inh	Compound
-1.4	-1.8	31	N#C/C(=C\c1ccccc1)C(=O)N(c1ccccn1)C1CCCCC1
x	x	-53	COc1ccccc1N(CC(=O)N(c1ccccc1)C(C)C)S(=O)(=O)c1cccs1
x	x	-105	CC1(C)CC(=O)C2=C(C1)OC(N)=C([N+](=O)[O-])C2c1ccc(C#N)s1 (stereo not given)
-2.4	-1.3	-162	CCOC(=O)c1c(C)sc2c1N(C(=O)CN1CCOCC1)c1cc(Cl)ccc1S2
0.37	1.7	6	O=C(NCc1ccc2c(c1)OCO2)C1CCN(S(=O)(=O)N2CCOCC2)CC1
0.05	-0.46	-11	Nc1c(C(=O)NCc2ccccc2)sc2nc3c(cc12)C(=O)CCC3
-0.19	-0.54	12	Cc1cc(C)n(C(=O)c2ccc(C)c(S(=O)(=O)N3CCCC3)c2)n1
-0.76	-0.81	x	Cc1nc2c(-c3ccc(F)cc3)c(C)nn2c(C)c1CCC(=O)N1CCC(Cc2ccccc2)CC1
1.1	1.7	-6	Cc1ccc(S(=O)(=O)N2CCN(C(=O)CN3CCCCC3)C2C(C)C)cc1 (stereo not given)
0.45	0.17	-21	COc1ccc(NC(=O)C2CCN(S(C)(=O)=O)CC2)cc1
-2	-2.6	-5	O=C(/C=C/c1c(Cl)cccc1Cl)Nc1ccncc1
-0.04	0.77	-45	Clc1ccc(COc2ccccc2CNCc2cccnc2)cc1
0.17	0.25	8	Cc1ccccc1S(=O)(=O)Cc1ccc(C(=O)NCc2cccs2)o1
-0.88	-0.67	31	Cc1sc2nc(CSc3nnc(Cc4cccs4)n3C3CCCCC3)[nH]c(=O)c2c1C
x	x	36	Cc1ccc(SCc2ccc(C(=O)N3CCCCC3)cc2)cc1
-0.54	-0.47	-27	Cc1ccc(OC(C)C(=O)N2CCCc3ccccc32)cc1 (stereo not given)
x	x	-61	CN=C(Nc1cccc(Cl)c1)SC1CC(=O)N(c2ccc(OC)cc2)C1=O (stereo not given)
0.97	0.94	-25	COc1ccc(S(=O)(=O)CCC(=O)NCCc2ccc(C)cc2)cc1
0.9	0.81	-7	CC(=O)c1cccc(NC(=O)C2CCN(S(=O)(=O)c3ccccc3)CC2)c1
0.23	1.2	18	CCOC(=O)NC(NCc1ccccc1)(C(F)(F)F)C(F)(F)F
0.37	-0.08	x	O=C(NC(=O)c1ccc(Cl)cc1)OC1CCCCC1
-1.3	0.43	x	COc1ccc(C(=O)NCCc2ccc(S(N)(=O)=O)cc2)cc1OC
-0.85	-0.88	x	CCOC(=O)c1c(NC(=O)CSc2nnnn2CC)sc(C)c1C
0.5	-0.1	9	Cc1ccc2c(c1)N(CCC(=O)NCc1ccc3c(c1)OCO3)C(=O)CO2
x	x	45	O=C(O)C1CSC2(c3ccc(F)cc3)CCC(=O)N12 (stereo not given)
-1.2	-0.37	x	COc1ccc2[nH]c(=O)c(CN(C)C(=O)COc3ccccc3)cc2c1
-0.59	-0.17	x	C[C@@H](Nc1nc(-c2ccccc2)nc2c1oc1ccccc12)C(=O)O
-0.69	-0.62	3	CSc1nc2ccccc2n1Cc1cccc([N+](=O)[O-])c1
-0.76	-0.75	-164	CCOCCCNc1ncc2c(n1)CC(c1ccc(C)cc1)CC2=O (stereo not given)
1.6	2.1	-85	CCOc1ccc2[nH]c(C)c(CN3CCN(CC)CC3)c(=O)c2c1
0.26	0.53	24	Nc1nc2n(n1)C(c1ccco1)CC(c1ccccc1)N2 (stereo not given)
2	1.7	-21	CCOC(=O)CC1=C(C(=O)OCC)C(c2cccnc2)C(C#N)=C(N)O1 (stereo not given)
-0.77	-0.31	50	COC(=O)c1ccc(C(=O)OC)c(NC(=O)c2cnc3n(c2=O)CCS3)c1
0.24	-0.02	x	Cc1ccc(NC(=O)N/C=C/c2ccc(Cl)cc2)cc1
0.13	0.42	-24	O=C(NNC1=C(C(=O)C(F)(F)F)CCC1)c1ccc(Cl)cc1
3.1	2.1	-4	Cc1cccc(Nc2nc3c(S(=O)(=O)c4ccccc4)nnn3c3ccccc23)c1C
-0.76	-0.72	41	O=C(Nc1cccc(Cl)c1N1CCCC1)c1cc2ccccc2o1
1.4	1.4	6	CCOC(=O)/C(C#N)=C1/C=CN(Cc2ccccc2)C=N1
0.4	0.1	-79	CN(c1ccccc1C(=O)Nc1cccc(Cl)c1Cl)S(C)(=O)=O
-0.17	0.6	42	Cc1cc(=O)[nH]c(SCC(=O)Nc2nc3c(s2)CCCC3)n1
-0.37	-0.17	x	COC(=O)c1ccccc1NC=C1C(=O)OC2(CCCCC2)OC1=O
-0.3	0.21	-7	O=S(=O)(Nc1ccc2nc(C(F)(F)F)[nH]c2c1)c1ccccc1
1.8	1.6	25	CCc1ccc2nc(N3C(=O)C(O)=C(C(=O)c4ccco4)C3c3cccs3)sc2c1 (stereo not given)
-1.1	-0.41	58	Cc1ccc(C)n1-c1sc2c(c1C#N)CCCC2
x	x	-18	CNC(=S)NCCc1cc2c(OC)ccc(OC)c2[nH]c1=O
0.66	0.52	21	O=c1[nH]c2ccc(Cl)cc2c(-c2ccccc2)c1N1CCN(CCO)CC1
-0.35	0.15	-19	Cc1nn(CC(=O)Nc2cc(S(=O)(=O)N(C)C)ccc2Cl)c(C)c1[N+](=O)[O-]
0.62	-0.94	19	COc1ccc(-c2nc(C#N)c(NCc3ccc(C)cc3)o2)cc1OC
-1.1	-1.3	39	O=C(CNC(=O)C(c1ccccc1)c1ccccc1)N/N=C\c1ccc2c(c1)OCO2
-1	-1.5	10	Cc1ccc(C(=O)NNC2=Nc3cccc4cccc2c34)cc1

(listing goes on)
SDO1 yeast rescue Rescue 24 h	SDO1 yeast rescue	Insulin prom inh	Compound
x	x	41	Cc1ccc(C(=O)COC(=O)CSc2cccc3cccnc23)c(C)c1
-0.91	-0.65	-40	O=c1ccc2cc(S(=O)(=O)N3CCN(c4ccccc4)CC3)ccc2o1
-1.8	-3.1	33	Cc1cccc(-c2nnc3sc(-c4ccccc4C)nn23)c1
1.7	-0.54	36	C/C(=N\OC(=O)c1ccc(F)cc1)c1sc(-c2ccccc2)nc1C
0.72	-0.16	-41	C/C(=N/NC(=O)CCCOc1ccc(Cl)cc1Cl)c1ccc(C)o1
0.21	-0.29	x	CCOc1ccccc1Nc1nc(-c2sc(NC(=O)c3ccccc3)nc2C)cs1
0.01	0.55	-71	CC(=O)N1CCN(c2nnnn2-c2ccccc2)CC1
0.19	-0.16	x	COc1cc(-c2noc(C3CCCN(S(=O)(=O)c4cccc(Cl)c4)C3)n2)cc(OC)c1OC (stereo not given)
0.75	0.66	-12	Cc1ccc(NC(=O)CN(C)C(=O)CCOc2cccc(C)c2)cc1
-0.18	0.85	49	CCN1CCN(C(=O)c2ccc(COc3ccc(Cl)cc3)o2)CC1
0.94	1.5	-20	Cc1cc(Nc2ccccc2Br)n2nc(C)nc2n1
-0.55	0.19	x	N#Cc1c(NC(=O)CSc2ncn[nH]2)sc2c1CCCC2
x	x	-58	O=S1(=O)C=C(SCc2ccc(F)cc2)Nc2ccccc21
-0.28	-0.73	x	Cn1cccc1Cc1nnc(SCC(=O)Nc2cccc(F)c2)n1-c1ccc(F)cc1
-1	-0.71	14	CCCC1CC(=O)OC1(C)C(=O)CSc1n[nH]c(-c2ccccc2)n1 (stereo not given)
2.4	1.8	3	Cc1ccc(-c2nn(-c3ccccc3)cc2C2CC(c3cccs3)=NN2C(=O)CCC(=O)O)cc1 (stereo not given)
-0.34	-0.69	-10	CCOc1ccc(NC(=S)N(CCc2c(C)[nH]c3ccc(C)cc23)Cc2ccco2)cc1
-0.35	0.01	-10	NC(=O)C(c1ccccc1)c1ncc(C(F)(F)F)cc1Cl (stereo not given)
2.3	1.9	5	Cn1c(=O)[nH]c2cc3ccccc3cc21
x	x	7	Cc1ccc(-n2c(Cn3ncc4ccccc4c3=O)n[nH]c2=S)cc1
-0.19	0.86	38	CC1(C)NC(=O)N(CC(O)CN2C(=O)CCC2=O)C1=O (stereo not given)
2	1.5	-62	Nn1c(SCC(=O)Nc2ccc(S(=O)(=O)N3CCCC3)cc2)nnc1C(F)(F)F
-0.07	-0.35	24	CC(/C=C/c1ccc(C)o1)=C\C(=O)O
0.6	-0.96	31	COc1ccccc1NC(=O)c1ccc(-c2ccccc2F)o1
x	x	33	COc1cc(SC)ccc1C(=O)N1CCN(c2ccc(O)cc2)CC1
